# Screening data from PubChem.
# GPR151 activ: activates the human receptor GPR151. PathHunter beta-arrestin GPR151 cells, luminescence. 650,000 compounds, 1% hits. activation, % at 11.2 µM; in the data active = activation above about 4.9%;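 note: 0% = median of compound wells and 100% = cells with positive control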
# TEAD-YAP block: TEAD-YAP interaction inhibition; HEK-TIYL cells, TEAD-Gal4/YAP UAS-luciferase luminescence; inhibition, % at 9.12 µM; 640,000 compounds, 1.4% hits; in the data active = inhibition above about 32%;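 note: 0% = median of test compound wells and 100% = reference inhibitor wells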
# MITF primary: inhibitors of human MITF. inhibition, % at 2.6 µM. AlphaScreen MITF homodimerization, bead proximity signal. 650,000 compounds, 0.91% hits. O75030. AID 1259374; in the data active = inhibition above about 50%;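 note: 0% = vehicle wells with protein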
# FBW7 activator: activators of human E3 ligase FBW7; AlphaScreen FBW7–phospho-cyclin E peptide binding, activator screen; normalized activity (activation), % at 26.1 µM; 650,000 compounds, 0.13% hits; in the data active = normalized activity above about 1.9%;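 note: purified mutant Fbw7 with reduced substrate affinity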
# Target sequence (Q969H0 whole entry, looked up): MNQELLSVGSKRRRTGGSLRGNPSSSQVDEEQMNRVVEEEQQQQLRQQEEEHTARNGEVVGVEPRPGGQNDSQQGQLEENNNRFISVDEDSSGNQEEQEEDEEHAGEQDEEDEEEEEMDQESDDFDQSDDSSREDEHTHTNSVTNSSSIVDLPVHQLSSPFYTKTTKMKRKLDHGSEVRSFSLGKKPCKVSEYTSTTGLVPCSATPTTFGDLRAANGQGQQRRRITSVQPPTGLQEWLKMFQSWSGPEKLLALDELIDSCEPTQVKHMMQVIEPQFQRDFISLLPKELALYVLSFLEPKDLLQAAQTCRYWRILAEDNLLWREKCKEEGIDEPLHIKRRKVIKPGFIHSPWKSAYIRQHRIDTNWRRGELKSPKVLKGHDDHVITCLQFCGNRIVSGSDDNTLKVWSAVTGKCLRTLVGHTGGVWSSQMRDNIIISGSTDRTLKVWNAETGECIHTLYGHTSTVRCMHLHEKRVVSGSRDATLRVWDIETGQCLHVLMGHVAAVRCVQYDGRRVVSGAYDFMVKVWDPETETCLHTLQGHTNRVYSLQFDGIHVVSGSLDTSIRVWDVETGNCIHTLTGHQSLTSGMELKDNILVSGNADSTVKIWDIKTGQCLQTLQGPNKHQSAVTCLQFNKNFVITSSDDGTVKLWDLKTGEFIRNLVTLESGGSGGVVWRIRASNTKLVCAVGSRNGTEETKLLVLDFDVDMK
# Starred values were filed as active, the others as inactive; & = joins results of further samples.
# Sequence of screens: GPR151 activ	TEAD-YAP block	MITF primary	FBW7 activator
CCc1ccc(C2NC(=O)NC(C)=C2C(=O)OCc2ccc3c(c2)OCO3)cc1 (centres undefined)
 : -1.4	55*	-3	-0.1
COc1ccccc1-c1nc(-c2cccc(Br)c2)no1
 : -1.5	-62	13	0.1
C=CCn1c(SCC(N)=O)nc2c1c(=O)n(C)c(=O)n2C
 : -0.7	1	-9	-0.5
O=C(NCc1n[nH]c(=S)n1-c1ccc(Br)cc1)c1ccccc1F
 : 4.9	2	-1	-0.1
Cc1cc2ccccc2n2c(=O)n(CC(=O)N(C(C)C)C(C)C)nc12
 : -0.8	4	3	0.5
CCc1cn[nH]c1C1CCN(C(=O)c2cn3ccccc3n2)CC1
 : 0.2	-5	3	-0.2
CC1(C)CC(=O)C2=C(C1)NC(=S)C(C#N)C2c1ccc(Cl)cc1 (centres undefined)
 : -0.4	-4	12	0.1
CCNC(=S)NCc1ccc(OC)c(OC)c1
 : -0.1	-2	-6	0.1
CCCCCOc1ccccc1/C=C1\N=C(c2ccccc2)OC1=O
 : -1.1	-2	3	-0.1
COc1cccc(OCC2CCCN(Cc3nc(N)c4ccc(Cl)cc4n3)C2)c1 (centres undefined)
 : 0.1	-5	1	-0.1
COc1cccc2sc(NC(=O)c3ccccc3Oc3ccccc3)nc12
 : 0.1	3	5	0.2
Cc1ccc(NC(=O)c2c(C)nc3ccccn23)c(C)c1
 : -0.6	-20	15	0.2
CCNc1cc(NCc2nc3ccccc3[nH]2)nc(N)n1
 : -2.4	-1	10	0.1
COc1ccc(-n2cnc3cc(NCc4ccccc4O)ccc32)cc1
 : 1.5	-13	6	-0.1
Nc1ccc(C(=O)c2ccc(N)c(O)c2)cc1O
 : 1.5	7	31	-0.3
CCCC(CCC(=O)O)C(C)=O (centres undefined)
 : 1.9	0	-8	0.3
COc1ccc(C)cc1S(=O)(=O)N1CCC(C(=O)N2CCN(C)CC2)CC1
 : 0.2	-1	-6	0.1
CNC(=O)c1ccc(NS(=O)(=O)c2cc(C(C)(C)C)ccc2C)cc1
 : -0.8	18	2	0.2
C=C(C)Cn1c(N/N=C(\C)c2ccccc2O)nc2c1c(=O)[nH]c(=O)n2C
 : 0.9	1	45	0.0
Cc1ccc(/C=N/NC(=O)c2cccc(F)c2)cc1
 : 0.3	-38	2	-0.1
CCc1nc(Sc2nnc3sc4ccccc4n23)c2c3c(sc2n1)CCCC3
 : 0.4	3	-11	0.1
O=C(Nc1ccc(-c2nc3ccc(NC(=O)C45CC6CC(CC(C6)C4)C5)cc3[nH]2)cc1)C12CC3CC(CC(C3)C1)C2
 : 0.3	-56	0	-0.3
O=C(CN1C(=O)COc2ccccc21)N(CCCN1CCOCC1)CC1CC=CCC1 (centres undefined)
 : 0.7	-4	-17	0.0
O=C1CC[C@@H]2CN(Cc3cccnc3)CC[C@@H]2N1Cc1ccc(F)cc1
 : -0.8	-1	22	1.0
CCN(CC)C(=O)C(C)(c1ccccc1)c1ccccc1
 : 0.8	-2	-1	0.3
O=C(Nc1cnc2ccccc2c1)c1ncoc1-c1cccc(Cl)c1
 : -0.6	-3	2	-0.1
c1ccc2[nH]c(N3CCOCC3)nc2c1
 : 2.1	-8	4	0.2
O=C(NCc1nc2ccccc2[nH]1)c1cccc(-c2ccccc2)n1
 : 7.1*	8	-3	0.1
c1ccc(-n2c(SCc3cccc4ccccc34)nnc2-c2ccco2)cc1
 : 1.0	-9	-16	0.0
Cc1ccc(S(=O)(=O)NCCC(=O)NC2CCCCC2)cc1
 : -0.3	5	41	0.0
CCN(CC)Cc1c(O)ccc2c(C)cc(=O)oc12
 : 0.4	-2	19	0.5
CSc1ccccc1-c1ccc(N2CCOCC2)nc1
 : -0.7	-22	11	-0.5
CCN(CC)C(=O)C1CCCN(c2nc(NCc3nc4ccccc4[nH]3)c3cc(OC)c(OC)cc3n2)C1 (centres undefined)
 : -1.4	-6	30	0.2
COc1ccc(-n2nc(C(=O)Nc3c(F)cccc3F)c3ccccc3c2=O)c(OC)c1
 : 0.3	0	2	0.1
CCOc1cccc(-c2cc(C(=O)N3CCN(C)CC3)c3ccccc3n2)c1
 : -1.1	5	-2	0.0
O=C(c1cc(-c2ccco2)[nH]n1)N1CCN(Cc2nc(-c3ccccc3)cs2)CC1
 : -0.5	-5	3	-0.4
CCOP(=O)(OCC)c1nc(-c2ccccc2)oc1NCc1ccco1
 : -1.3	15	7	0.6
COc1cc(C)c(CN2CCC3(CCC(CNC(=O)c4ccccc4)O3)CC2)cc1C (centres undefined)
 : 0.8	-2	-1	-0.2
CCc1ccccc1NS(=O)(=O)c1cc2[nH]c(=O)c(=O)[nH]c2cc1C
 : -0.8	1	-6	0.0
Cc1ccc(/C=N/NC(=O)C(C)(C)Oc2ccc(Cl)cc2)o1
 : -2.0	3	0	0.1

# Further compounds
Compound	GPR151 activ	TEAD-YAP block	MITF primary	FBW7 activator
Cc1cc(I)ccc1S(=O)(=O)NCCCN1CCOCC1	-0.1	-5	23	0.1
CC(C)NC(=O)c1ccc(N2C(=O)C3C4c5ccccc5C(c5ccccc54)C3C2=O)cc1 (centres undefined)	2.2	2	11	0.2
Nc1ccc2nc3n(c(=O)c2c1)CCC3	0.4	-10	21	0.2
COCCN(C(=O)c1csnn1)C(C(=O)NC(C)(C)C)c1cccs1 (centres undefined)	2.3	3	21	0.4
COC(=O)c1ccc2c(=O)n(CC3CCCO3)c(SCC(=O)Nc3ccccc3OC)nc2c1 (centres undefined)	0.5	-10	-12	0.0
O=C(CCN1C(=O)C2CCCCC2C1=O)OCC(=O)c1ccc(F)cc1 (centres undefined)	-0.5	-10	-5	-0.1
CN1CCN(C(=O)c2ccc(-c3nc(C(=O)Nc4ccc(Oc5ccccc5)cc4)cs3)cc2)CC1	3.2	44*	14	0.6
N#CC1=C(N)N(c2sc3c(c2C#N)CCCC3)C2=C(C(=O)CCC2)C1c1ccc2c(c1)OCO2 (centres undefined)	0.2	-13	20	0.1
COc1ccc(/C=C2\SC(=Nc3cc(C)cc(C)c3)NC2=O)c(OC)c1	0.0	57*	0	-0.5
Cc1ccc2cc(C#N)c(NCCNC(=S)NCC3CCCO3)nc2c1 (centres undefined)	-0.5	4	21	0.2
CCc1cc2c(=O)n(-c3ccccc3)c(SCC(=O)c3cc(OC)c(OC)cc3C)nc2s1	-0.6	1	-10	-0.2
CCCc1nc2c(sc3nc4c(cc32)COC(C)(C)C4)c(=O)n1N	0.9	-10	-8	0.0
CN(C)S(=O)(=O)c1ccc(/C(O)=C2/C(=O)C(=O)N(CCN3CCCCC3)C2c2ccc(Cl)cc2)cc1 (centres undefined)	-1.4	6	3	0.7
CC(=O)c1ccc(NC(=O)CSc2nncn2-n2cccc2)cc1	1.5	-5	-5	0.0
CNC(=O)COc1ccc(Nc2nnc(-c3ccc(C)cc3)c3ccccc23)cc1	1.0	-6	13	0.1
CCN1CCN(CC(=O)N/N=C/c2ccc(Cl)cc2)CC1	-0.2	10	46	0.5
CCc1ccccc1NC(=O)c1ccc(C)cc1	2.4	-21	-4	0.1
O=C(Nc1ccc([N+](=O)[O-])cc1Br)c1cc2ccccc2o1	-0.1	-19	7	-0.2
COc1cc(OC)c(NC(=O)c2cn(-c3ccc(F)cc3F)c(=O)c3ccccc23)cc1Cl	-1.6	2	-12	0.0
CCOc1cccc2sc(NC(=O)c3ccc(C(C)(C)C)cc3)nc12	-0.6	-5	-17	0.2
Cc1ccc(-n2c3nc(=O)[nH]c(=O)c-3cc3c(Cl)cccc32)cc1	0.1	9	-8	-0.1
Cc1ccc(CN2CCN(C/C=C/C(C)C)CC2CCO)o1 (centres undefined)	-1.4	-3	3	0.2
O=C(Nc1nnc(-c2ccc(F)cc2)s1)c1ccccc1Br	1.5	-10	-4	0.1
COc1ccc(S(=O)(=O)OCC(F)(F)[N+](=O)[O-])cc1Br	1.2	44*	-1	-0.1
Cc1cc2c(N3CCN(Cc4nc5ccccc5[nH]4)CC3)ncnc2s1	0.0	-4	-3	-0.3
C=CCn1c(SCC(O)CCl)nc2c1c(=O)[nH]c(=O)n2C (centres undefined)	3.0	-6	7	-0.1
C=CCn1c(SCC(=O)NC2CCCC2)nnc1-c1ccc(OC)cc1	-0.8	6	-15	-0.1
COc1ccc(CN(CCC#N)C(=S)NC(=O)c2ccccc2)cc1	-0.5	11	-9	-0.7
CCOC(=O)c1sc2nc(SCC(=O)C(C)(C)C)n(Cc3ccc(Cl)c(Cl)c3)c(=O)c2c1C	-1.0	-8	17	0.0
CCC(OC(=O)C(CCSC)NC(=O)c1ccccc1)C(=O)Nc1cccc2ccccc12 (centres undefined)	-0.2	10	7	0.1
CC1=CC(C)(C)N(C(=O)Nc2ccc(Cl)cc2)c2cc(C)c(C)cc21	0.8	-14	13	0.4
O=C(COC(=O)/C=C/c1cccc(F)c1)NC(=O)NC1CCCC1	-1.6	0	5	-0.1
COc1ccccc1N/C=C/C(=O)c1ccc(Br)cc1	3.1	-40	-7	-0.2
CCC(COC)NC(=O)Cn1nnnc1CN1CCC(C)CC1 (centres undefined)	2.5	1	-12	-0.1
COc1ccc(/C=C2\C=C(c3ccccc3)N(c3cccc(Cl)c3Cl)C2=O)cc1Br	2.0	3	-4	-0.3
COc1cc(Nc2nccn3c(-c4cccc(C(C)=O)c4)cnc23)cc(OC)c1OC	-0.1	54*	20	0.7
CCN(Cc1ccco1)C(=O)CN1C(=O)N(C)N(C)c2ncccc21	-0.5	0	-12	0.0
Cc1cc(NC(=O)CSc2n[nH]c(=O)[nH]c2=O)ccc1Br	4.3	2	-4	-0.2
O=C(C1CCCN(c2nnc(N3CCCC3=O)s2)C1)N1CCC2(CC1)OCCO2 (centres undefined)	-1.2	-14	-6	-0.1
C/C(CC(C)C)=N\NC(=O)c1ccc(NCc2ccccc2)cc1	-1.2	-1	8	0.2
Cc1nc2ncnn2c(C)c1CCC(=O)Nc1ccc(Br)cc1F	1.6	-8	-5	-0.3
COc1nc(N(C)C)nc(-n2nnc(C(C)=O)c2C)n1	-0.3	0	-2	0.0
Cc1ccc(S(=O)(=O)Nc2cc(C(=O)N3CCOCC3)ccc2N2CCCCC2)cc1	0.3	2	-4	-0.2
O=C1c2oc3ccc(Cl)cc3c(=O)c2C(c2ccncc2)N1CCc1ccccc1 (centres undefined)	1.0	1	10	0.1
N#CC(C#N)C(C#N)(C#N)C1CCC/C(=C\c2ccco2)C1=O (centres undefined)	1.9	-2	81*	-0.7
O=C(CNC(=S)N(Cc1cccs1)C1CCCC1)NCc1ccc(Cl)cc1	-1.2	-13	-3	-0.1
CCN1C(=O)C2(c3ccccc31)c1c(oc3ccccc3c1=O)C(=O)N2CCCOC (centres undefined)	3.2	1	5	0.0
Cc1cccc(CC(=O)Nc2ccc(C)c(N3CCCCC3=O)c2)c1	1.2	11	17	0.8
COCCCNC(=O)/C(C#N)=C/C1=Cc2ccccc2OC1	0.9&-0.9	-1&-6	-3&18	0.0&0.4
O=C1NC(=S)NC(=O)C1=CN1CCCc2ccccc21	0.2	14	31	2.5*
N#Cc1ccsc1NC(=O)c1ccccc1F	0.3	7	2	0.0
C#CCOCC1CCCN(C(=O)Cn2cccn2)C1 (centres undefined)	-1.5	20	7	0.8
Cc1ccccc1N(CC(=O)NCc1cccs1)C(=O)CN1C(=O)COc2ccccc21	-1.0	-3	-10	-0.3
NS(=O)(=O)c1ccc(CCNC(=O)CCC2COc3ccccc3O2)cc1 (centres undefined)	1.8	0	17	0.4

# Among those listed so far, 11 have fluorine.
Compound	GPR151 activ	TEAD-YAP block	MITF primary	FBW7 activator
O=C(NCc1n[nH]c(=S)n1-c1ccc(Br)cc1)c1ccccc1F	4.9	2	-1	-0.1
Cc1ccc(/C=N/NC(=O)c2cccc(F)c2)cc1	0.3	-38	2	-0.1
O=C1CC[C@@H]2CN(Cc3cccnc3)CC[C@@H]2N1Cc1ccc(F)cc1	-0.8	-1	22	1.0
COc1ccc(-n2nc(C(=O)Nc3c(F)cccc3F)c3ccccc3c2=O)c(OC)c1	0.3	0	2	0.1
O=C(CCN1C(=O)C2CCCCC2C1=O)OCC(=O)c1ccc(F)cc1 (centres undefined)	-0.5	-10	-5	-0.1
COc1cc(OC)c(NC(=O)c2cn(-c3ccc(F)cc3F)c(=O)c3ccccc23)cc1Cl	-1.6	2	-12	0.0
O=C(Nc1nnc(-c2ccc(F)cc2)s1)c1ccccc1Br	1.5	-10	-4	0.1
COc1ccc(S(=O)(=O)OCC(F)(F)[N+](=O)[O-])cc1Br	1.2	44*	-1	-0.1
O=C(COC(=O)/C=C/c1cccc(F)c1)NC(=O)NC1CCCC1	-1.6	0	5	-0.1
Cc1nc2ncnn2c(C)c1CCC(=O)Nc1ccc(Br)cc1F	1.6	-8	-5	-0.3
N#Cc1ccsc1NC(=O)c1ccccc1F	0.3	7	2	0.0
